Bioassay records: PubChem, Dana-Farber Cancer Institute and Novartis Institutes for BioMedical Research (Cambridge, Mass)
USP30 block = blocks human USP30 ubiquitin-rhodamine cleavage; purified USP30, Ub-rhodamine cleavage fluorescence; inhibition, % at 25 µM; 5.3% of 47,000 active; AID 1645860
OTUD3 block = human OTUD3 deubiquitinase inhibition | Q5T2D3 | purified OTUD3, Ub-rhodamine fluorescence, 2 h | inhibition, % at 25 µM | 0.7% of 47,000 active
USP10 block = inhibitors of human USP10 deubiquitinase | purified USP10, Ub-rhodamine fluorescence, 60 min | inhibition, % at 20 µM | 1.1% of 47,000 active | AID 1645856
USP17 block = inhibitors of human USP17 deubiquitinase; A8MUK1; purified USP17, Ub-rhodamine cleavage fluorescence, 3 h; inhibition, % at 50 µM; 6.5% of 47,000 active; AID 1645855
Target sequence (A8MUK1 whole entry, looked up): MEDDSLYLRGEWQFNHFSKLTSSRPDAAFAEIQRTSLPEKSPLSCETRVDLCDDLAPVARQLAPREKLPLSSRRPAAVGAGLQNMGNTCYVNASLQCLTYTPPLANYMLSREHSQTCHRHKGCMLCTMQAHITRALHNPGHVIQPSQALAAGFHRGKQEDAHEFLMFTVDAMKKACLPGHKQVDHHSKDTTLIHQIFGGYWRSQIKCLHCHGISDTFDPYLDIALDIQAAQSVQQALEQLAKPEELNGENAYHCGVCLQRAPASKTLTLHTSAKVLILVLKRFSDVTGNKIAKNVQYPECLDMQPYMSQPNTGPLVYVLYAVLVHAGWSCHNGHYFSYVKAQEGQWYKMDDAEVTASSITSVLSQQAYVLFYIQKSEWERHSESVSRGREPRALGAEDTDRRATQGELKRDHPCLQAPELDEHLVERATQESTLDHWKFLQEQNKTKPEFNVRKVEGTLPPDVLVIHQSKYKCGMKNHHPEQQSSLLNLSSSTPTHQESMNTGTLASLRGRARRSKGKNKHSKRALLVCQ
USP8 inh = blocks human USP8 ubiquitin-rhodamine cleavage; purified USP8, Ub-rhodamine cleavage fluorescence, 30 min; inhibition, % at 20 µM; 4.2% of 47,000 active; AID 1645853
USP7 inh = inhibitors of human USP7 deubiquitinase. inhibition, % at 20 µM. AID 1645854. purified USP7, Ub-rhodamine cleavage fluorescence. 0.3% of 47,000 active
USP28 block = human USP28 deubiquitinase inhibition | Q96RU2 | purified USP28, Ub-rhodamine cleavage fluorescence, 30 min | inhibition, % at 25 µM | 3% of 47,000 active
UCHL1 block = inhibitors of human UCHL1 deubiquitinase; purified UCHL1, Ub-rhodamine cleavage fluorescence; inhibition, % at 20 µM; AID 1645859; P09936; 0.2% of 47,000 active
Target sequence (P09936 whole entry, looked up): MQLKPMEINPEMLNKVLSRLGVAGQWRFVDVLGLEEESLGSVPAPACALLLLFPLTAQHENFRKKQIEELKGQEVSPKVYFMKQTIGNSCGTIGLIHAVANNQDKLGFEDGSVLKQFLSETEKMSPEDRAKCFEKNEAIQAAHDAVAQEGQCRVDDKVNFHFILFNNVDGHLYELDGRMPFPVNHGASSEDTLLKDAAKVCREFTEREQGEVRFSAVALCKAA
* = called active by the depositor; i = inactive; nt = not tested or not shown. Cut-off read from the data, not from the text of the source: active = inhibition above about 30%; inactive = the rest.

1: O=C(c1ccc(OCC2CCN(C(=O)C3CCCCC3)CC2)cc1)N1CCOCC1
2: Cc1onc(-c2c(F)cccc2Cl)c1C(=O)N1CCCC1c1cccs1 (stereo not given)
3: Cc1cnc(C(=O)N2CC[C@H]3NC(=O)c4ccccc4OCC/C=C/C[C@H]3C2)cn1
4: O=C(NCc1cccc(F)c1)c1nc(CS(=O)(=O)c2ccccc2)no1
5: CC(C(=O)Nc1sc2c(c1C(N)=O)CCC2)N1CCCC1c1ccc2c(c1)OCCO2 (stereo not given)
6: CN1Cc2c(C(=O)N3CCCCC3)ncn2-c2ccccc2S1(=O)=O
Assay by compound	1	2	3	4	5	6
USP17 block	-8.6	14.6	14.5	-6.4	-51.8	nt
USP30 block	5.0	25.1	-0.1	-0.7	-360.2	-9.4
OTUD3 block	-2.8	17.6	8.6	-5.5	-65.8	-10.1
UCHL1 block	-0.8	3.2	3.1	-1.7	-39.1	-5.0
USP28 block	-2.5	17.1	5.9	0.6	-72.1	-7.5
USP10 block	-0.6	-0.6	0.1	-0.1	-5.3	-2.4
USP8 inh	1.1	15.1	13.8	0.4	-45.9	-14.8
USP7 inh	0.0	0.2	3.3	-2.9	-49.9	-2.3

7: COc1ccc(OCCNC(=O)c2cc3ccccc3[nH]2)cc1
8: O=C(CSc1nc(=O)n2ccccc2n1)Nc1ccc(F)cc1F
9: CC1=C(c2ccc(F)cc2)S(=O)(=O)NC1=NCC(=O)Nc1cccc(F)c1
10: COc1cccc(CNCc2c(C(=O)O)c(C)n(-c3ccccc3)c2C)c1OC
11: Cc1ccc(CN2CCC3(COCc4c(C)nc(-c5ccccc5)nc43)C2)cc1 (stereo not given)
12: O=C(O)c1cc(-c2ccc(-c3ccccc3F)o2)nc2ccc(F)cc12
Assay by compound	7	8	9	10	11	12
USP17 block	-12.2	6.9	40.7*	6.8	-9.6	-151.9
USP30 block	-24.7	9.4	57.8*	-16.9	5.9	i
OTUD3 block	-7.9	4.2	0.1	-3.3	5.0	-126.6
UCHL1 block	-0.2	2.2	1.8	-1.7	3.3	-0.8
USP28 block	-8.6	8.3	16.5	0.6	24.9	-178.7
USP10 block	1.7	-1.6	0.9	-3.8	2.9	3.5
USP8 inh	-11.8	15.1	7.3	20.6	-3.5	-105.1
USP7 inh	-0.1	0.4	10.3	-2.6	5.2	3.5

13: CCc1ccccc1NC(=O)COc1nsnc1N1CCOCC1
14: Cc1ccc(C(CNC(=O)c2cccs2)N2CCCCC2)o1 (stereo not given)
15: Fc1ccc(CNc2cc(-n3cccn3)ncn2)cc1
16: O=C(Nc1ccccc1C(=O)N1CCCCC1)c1cc(Br)ccc1-n1cnnn1
17: CCN(CC)C(=O)C1Cn2ccnc2C2(CCN(C(=O)Nc3ccccc3Cl)CC2)O1 (stereo not given)
18: Cc1ccccc1NC(=O)c1ncn2c1CN(C)S(=O)(=O)c1ccccc1-2
Assay by compound	13	14	15	16	17	18
USP17 block	4.2	-3.5	nt	-0.7	0.0	-4.6
USP30 block	13.0	-11.2	6.4	-0.1	-4.9	8.6
OTUD3 block	-2.3	-1.4	-2.8	0.1	7.4	-1.8
UCHL1 block	-0.3	-0.9	0.0	-5.1	2.4	0.2
USP28 block	4.8	-1.0	19.0	0.0	4.4	0.1
USP10 block	0.8	0.0	-1.0	4.8	-3.0	-0.1
USP8 inh	-8.2	6.8	-1.9	-2.8	-12.3	-35.7
USP7 inh	-0.6	-2.5	-9.8	-9.3	3.3	-2.0

19: O=C(CCCc1nc(-c2ccccc2Cl)no1)Nc1ccccc1F
20: O=C(Nc1cccc2cnccc12)C1Cc2cc(Cl)ccc2O1 (stereo not given)
21: O=C(c1cc2cc(C(F)(F)F)ccc2s1)N1CCOCC1
22: CC(C(=O)NCc1noc(-c2ccccc2)n1)c1ccccc1 (stereo not given)
23: Cc1cccc(C(=O)Nc2c(C)nn(Cc3cccc4ccccc34)c2C)c1
24: CC(=O)N1CCCCCC1C1CCN(Cc2ccc([N+](=O)[O-])cc2)CC1 (stereo not given)
Assay by compound	19	20	21	22	23	24
USP17 block	-1.4	-92.0	-4.2	nt	24.4	-33.0
USP30 block	0.0	i	2.4	-10.5	19.0	-19.8
OTUD3 block	0.9	-133.6	-0.5	-3.7	13.7	-7.1
UCHL1 block	0.5	-40.4	0.0	-2.1	3.4	-5.2
USP28 block	4.4	-183.0	0.7	-12.1	30.9*	-15.6
USP10 block	-1.4	-7.5	0.0	0.1	0.4	-1.6
USP8 inh	-3.4	-30.5	2.1	-6.5	13.1	-98.6
USP7 inh	-6.1	-47.6	-1.6	-5.7	6.3	-2.5

Part of the list above in order of molar mass, rising:
20: O=C(Nc1cccc2cnccc12)C1Cc2cc(Cl)ccc2O1 (stereo not given)
24: CC(=O)N1CCCCCC1C1CCN(Cc2ccc([N+](=O)[O-])cc2)CC1 (stereo not given)
23: Cc1cccc(C(=O)Nc2c(C)nn(Cc3cccc4ccccc34)c2C)c1
Assay by compound	20	24	23
USP17 block	-92.0	-33.0	24.4
USP30 block	i	-19.8	19.0
OTUD3 block	-133.6	-7.1	13.7
UCHL1 block	-40.4	-5.2	3.4
USP28 block	-183.0	-15.6	30.9*
USP10 block	-7.5	-1.6	0.4
USP8 inh	-30.5	-98.6	13.1
USP7 inh	-47.6	-2.5	6.3

Going on with the list:
25: CCc1ccccc1NC(=O)COC(=O)Cc1ccc(OC)cc1
26: Cc1cc(N2CCOCC2)nc2ccc(NC(=O)CCC(=O)N3CCN(c4ccc(F)cc4)CC3)cc12
27: Cc1cc(C(=O)N2CCC(c3nc(-c4ccccc4)no3)C2)n[nH]1 (stereo not given)
28: CCN1CCN(C(=O)c2cc(=O)n(C)c3c2c(=O)n(C)c(=O)n3C)CC1
29: CCc1ccccc1NC(=O)C1=CC(c2ccccc2OC)=NS(=O)(=O)N1C
30: O=C1OC2CC1N(C(=O)c1cc(-c3ccccc3)n[nH]1)C2 (stereo not given)
Assay by compound	25	26	27	28	29	30
USP17 block	-0.1	1.1	-14.1	-2.5	-2.0	-18.7
USP30 block	8.6	17.1	-12.2	-27.7	10.8	-15.3
OTUD3 block	-0.1	8.3	10.2	-7.1	5.0	-3.2
UCHL1 block	-0.5	3.6	-0.3	-5.4	4.3	-0.6
USP28 block	-1.1	0.5	2.5	-8.7	-0.4	-3.7
USP10 block	-0.9	-2.2	-1.5	-2.7	5.5	-3.3
USP8 inh	0.0	6.5	-6.3	3.4	-2.2	-3.7
USP7 inh	-14.2	0.3	1.0	-0.5	-43.0	-7.5

31: O=S(=O)(NCc1ccccn1)c1ccc(-c2cc(C(F)(F)F)on2)s1
32: COc1cccc(-c2nc(CS(=O)(=O)c3ccccc3)no2)c1
33: Cc1cc(-c2cnc(C)nc2C2CCN(C(=O)Cc3ccc(F)cc3)CC2)on1
34: O=C(NCCN1CCOCC1)c1ccc(-c2ccccc2Cl)o1
35: CN1CCCN(C(=O)c2ccn(-c3ccc4ccc(-c5cnn(C)c5)cn34)n2)CC1
36: O=C(N1CCN(Cc2noc(-c3ccccc3)n2)CC1)C(F)(F)F
Assay by compound	31	32	33	34	35	36
USP17 block	-2.5	-9.3	7.1	-5.5	-162.5	3.3
USP30 block	-35.1	nt	18.0	-16.1	i	16.2
OTUD3 block	0.1	-8.7	10.6	-0.3	-187.1	9.1
UCHL1 block	3.6	-1.0	-0.6	-1.5	-72.2	4.0
USP28 block	0.4	nt	1.2	0.6	-245.5	0.4
USP10 block	-1.2	-1.3	0.0	-6.0	-6.9	-0.6
USP8 inh	-50.8	-0.1	-5.3	-9.1	-8.3	0.3
USP7 inh	1.7	0.7	0.0	-0.6	-130.3	4.4

37: CCn1cnc2cc(-c3noc(CSc4nccc(C)n4)n3)ccc21
38: CCn1nc(C)c(S(=O)(=O)N2CCN(C(=O)Cc3ccccc3C)CC2)c1C
39: C[C@]12C(=O)N(c3ccc(C(=O)NCc4ccco4)cc3)C(=O)N1CCc1c2[nH]c2ccccc12
40: CC(c1ccncc1)n1nccc1NC(=O)c1cccnc1N1CCCC1 (stereo not given)
41: CCc1ccc(NC(=O)N2CC[C@@H]3CN(Cc4cccnc4)S(=O)(=O)[C@@H]3CC2)cc1
42: CC(C)N1CCN(S(=O)(=O)c2ccc3c(c2)OCCCO3)CC1
Assay by compound	37	38	39	40	41	42
USP17 block	-16.5	0.7	22.1	-34.8	-2.4	-0.2
USP30 block	-34.9	7.6	10.3	-41.3	0.1	-3.2
OTUD3 block	-13.5	0.2	-0.1	-13.4	0.1	1.9
UCHL1 block	-2.7	-2.3	2.4	-11.3	-0.1	2.7
USP28 block	8.1	-8.8	3.9	-16.5	0.1	1.6
USP10 block	-3.2	0.0	2.8	-4.0	4.1	-2.8
USP8 inh	-5.4	1.0	2.4	-199.0	4.6	-0.2
USP7 inh	-8.2	0.8	nt	-8.5	0.6	1.0

43: CCc1nc(-c2c(C)cc(C)nc2NC(=O)c2ccc(C)cc2)no1
44: CC(C)c1nc2sc3c(SCCN4CCOCC4)ncnc3c2c2c1CCC2
45: O=C1[C@H]2[C@@H](C(=O)N1c1ccc(Cl)cc1Cl)[C@]1(C(=O)Nc3ccc(F)cc31)N1CCC[C@@H]21
46: Cc1oc(-c2[nH]ncc2C(=O)N(C)C)cc1S(=O)(=O)N1CCOCC1
47: Cc1cccc(C(=O)NCc2noc(-c3ccccc3)n2)c1
48: CCCn1cc2c3c(cccc31)CN(C(=O)C(C)(C)C)CC2
Assay by compound	43	44	45	46	47	48
USP17 block	-5.4	-7.4	-122.9	2.1	11.6	-112.3
USP30 block	nt	-2.1	i	8.0	10.2	-390.0
OTUD3 block	3.8	-1.8	-165.3	-0.6	12.7	-88.3
UCHL1 block	-0.4	-1.7	-126.3	-2.9	2.0	-11.6
USP28 block	nt	21.9	-203.5	-4.7	14.0	-112.0
USP10 block	-2.1	0.1	-3.7	1.6	-0.5	-10.1
USP8 inh	-1.8	0.2	-152.7	-14.1	11.4	-34.2
USP7 inh	-4.8	-3.9	-103.7	1.8	3.5	-19.3

49: CC(C)CCN1CCc2nc(N3CCN(C)CC3)[nH]c(=O)c2CC1
50: O=C(Nc1ccnn1Cc1ccccc1)c1cc(=O)c2ccccc2o1
51: c1ccc2c(-c3nc(C4CC4)no3)nnc(NCc3ccncc3)c2c1
52: Cc1ccc(C2CC(c3ccccc3)N(C(=O)C(C)C)c3ncnn32)cc1 (stereo not given)
53: CC(NC(=O)C1CCN(c2cc(N3CCOCC3)ncn2)CC1)c1ccccc1 (stereo not given)
54: CNC(=O)[C@@H]1CN(C(=O)c2ccncc2)C[C@H]1c1ccnc(N2CCCC2)n1
55: COc1ccc(NC(=O)C2=C(C)Nc3ncnn3C2c2cccc(OC)c2OCc2ccc(Cl)cc2)c(OC)c1 (stereo not given)
56: Cn1c(COc2cccc3cccnc23)nnc1SCC(=O)c1ccc(Cl)cc1Cl
Assay by compound	49	50	51	52	53	54	55	56
USP17 block	6.0	-7.4	53.3*	13.4	-6.5	8.6	7.1	15.4
USP30 block	-6.8	2.8	29.4	39.8*	-15.9	15.2	1.3	-0.6
OTUD3 block	6.2	0.0	5.7	13.0	-0.2	7.5	10.1	-13.9
UCHL1 block	-0.3	-0.2	0.7	3.3	4.0	-0.2	8.4	5.1
USP28 block	8.0	1.7	4.2	12.8	-3.5	0.1	5.3	37.2*
USP10 block	1.6	2.6	-2.1	2.5	-0.5	0.0	1.7	36.1*
USP8 inh	1.4	-0.5	3.4	5.3	-1.8	12.0	16.5	57.9*
USP7 inh	2.6	2.9	-2.6	0.4	nt	5.3	5.1	-53.5

Limited to USP28 block, USP30 block and USP17 block (two entries from above):
item | compound | USP28 block | USP30 block | USP17 block
52 | Cc1ccc(C2CC(c3ccccc3)N(C(=O)C(C)C)c3ncnn32)cc1 (stereo not given) | 12.8 | 39.8* | 13.4
53 | CC(NC(=O)C1CCN(c2cc(N3CCOCC3)ncn2)CC1)c1ccccc1 (stereo not given) | -3.5 | -15.9 | -6.5

Taken from above.
For USP30 block, Cc1onc(-c2c(F)cccc2Cl)c1C(=O)N1CCCC1c1cccs1 (stereo not given) is entered as 25.1
For OTUD3 block, O=C(NCc1cccc(F)c1)c1nc(CS(=O)(=O)c2ccccc2)no1 is entered as -5.5
For UCHL1 block, Cc1ccccc1NC(=O)c1ncn2c1CN(C)S(=O)(=O)c1ccccc1-2 is entered as 0.2
For USP30 block, CCn1cnc2cc(-c3noc(CSc4nccc(C)n4)n3)ccc21 is entered as -34.9
For USP7 inh, COc1cccc(-c2nc(CS(=O)(=O)c3ccccc3)no2)c1 is entered as 0.7
For OTUD3 block, c1ccc2c(-c3nc(C4CC4)no3)nnc(NCc3ccncc3)c2c1 is entered as 5.7
